CF NFkB inh = inhibitors of cystic fibrosis induced NF-kB; KKLEB NF-kB-GFP reporter, PAF-induced, GFP fluorescence overnight; inhibition, % at 5 µM; actives 0.86% (n = 360,000); AID 588850;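 active = at least 50% inhibition at 5 µM, scaled per plate between neutral and stimulator controls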;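 also: PAF is a Pseudomonas aeruginosa culture filtrate used as stimulus; plate controls were PAF-stimulated DMSO wells for no effect and unstimulated DMSO wells for full effect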
MITF TRPM1 inh = MITF TRPM1 promoter inhibition in SK-MEL-5 cells; SK-MEL-5 TRPM1 promoter luciferase, 24 h; inhibition, % at 12.5 µM; actives 0.83% (n = 330,000);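 active = mean inhibition across replicates of 60% or more, whatever share of single replicates reaches that level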; also: values of inactives mirror those of a sister screen read the other way
Shn3 3UTR inh = inhibitors of Schnurri-3 3'UTR reporter in osteoblasts | actives 0.52% (n = 360,000) | Clone20 osteoblast Shn3 3'UTR firefly luciferase, 24 h | inhibition, % at 12.5 µM;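 active = mean inhibition of at least 75% with every replicate also reaching 75%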;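 also: 0% = median of neutral control wells and 100% = pilot-screen positive control compound; some compounds past the cut are filed as inactive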
HIF-2a block = blocks HIF-2a reporter activity | inhibition, % at 18.8 µM | 786-0 RCC cells HIF-2a reporter, luciferase luminescence, overnight | AID 624352 | actives 0.72% (n = 360,000);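 active = inhibition of the luminescence signal of 40% or more relative to plate controls, in a single-dose primary screen at 18.75 µM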
CaV13 FRET inh = Primary screen for inhibitors of IQ motif and Ca2+-dependent inactivation inhibitor domain binding in CACNA1D, Förster resonance energy transfer in living cells, …. HEK cells, CFP/YFP FRET ICDI-IQ, plate reader, 10 min; percent FRET-ratio fall versus neutral wells. inhibition, % at 12.3 µM. actives 0.098% (n = 340,000). AID 743397;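 active = mean replicate inhibition of at least 30% and at least 1% of replicates passing that level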;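 also: 0% = median of the neutral control wells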
KKLEB cytotox = counter-screen for CF NF-kB inhibitors: cytotoxicity | KKLEB CF airway cells viability, ATPlite luminescence, overnight; active compounds read low; cells stimulated with P. aeruginosa culture filtrate | activity change (cytotoxicity), % at 5 µM | actives 0.36% (n = 360,000) | AID 602141;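 active = corrected activity change at or below -50% at 5 µM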
NR2E3 ag-1 = activates human NR2E3 receptor; CHO-S Gal4-NCOR/VP16-NR2E3 two-hybrid, luciferase; inhibition of corepressor binding, % at 3.98 µM; actives 0.35% (n = 360,000); AID 602229;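 active = inhibition above the mean of all tested compounds plus 3 SD, cut at about 70% in these data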;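 also: 0% = DMSO with NR2E3 transfected cells and 100% = cells lacking NR2E3 construct; higher means lower luciferase signal from less NR2E3 corepressor binding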
Target sequence (Q9Y5X4 whole entry, looked up, the tested form may be a part): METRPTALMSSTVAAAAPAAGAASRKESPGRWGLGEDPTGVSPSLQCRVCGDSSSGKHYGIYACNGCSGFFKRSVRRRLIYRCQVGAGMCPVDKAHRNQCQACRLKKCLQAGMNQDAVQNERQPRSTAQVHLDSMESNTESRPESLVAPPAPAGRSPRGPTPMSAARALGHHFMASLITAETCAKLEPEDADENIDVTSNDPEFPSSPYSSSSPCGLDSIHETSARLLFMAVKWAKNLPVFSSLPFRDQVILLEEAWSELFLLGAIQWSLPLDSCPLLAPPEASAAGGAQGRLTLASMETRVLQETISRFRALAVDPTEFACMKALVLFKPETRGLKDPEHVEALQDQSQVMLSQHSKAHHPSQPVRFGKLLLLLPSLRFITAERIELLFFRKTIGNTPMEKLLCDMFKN
Peg3 promoter = Peg3 promoter activity inhibition | HeLa PEG-Prom luciferase reporter, luminescence, overnight | inhibition, % at 20 µM | actives 1.7% (n = 360,000);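 active = inhibition of at least 50% at 20 µM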
PDI inh = inhibitors of human protein disulfide isomerase; actives 0.052% (n = 350,000); PDI insulin aggregation turbidity, A650, 90 min; inhibition, % at 10 µM; AID 588391; P07237;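 active = mean inhibition across replicates of 30% or more, whatever share of single replicates reach that level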;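 also: absorbance from insulin aggregation driven by PDI reduction with DTT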
Target sequence (P07237 whole entry, looked up): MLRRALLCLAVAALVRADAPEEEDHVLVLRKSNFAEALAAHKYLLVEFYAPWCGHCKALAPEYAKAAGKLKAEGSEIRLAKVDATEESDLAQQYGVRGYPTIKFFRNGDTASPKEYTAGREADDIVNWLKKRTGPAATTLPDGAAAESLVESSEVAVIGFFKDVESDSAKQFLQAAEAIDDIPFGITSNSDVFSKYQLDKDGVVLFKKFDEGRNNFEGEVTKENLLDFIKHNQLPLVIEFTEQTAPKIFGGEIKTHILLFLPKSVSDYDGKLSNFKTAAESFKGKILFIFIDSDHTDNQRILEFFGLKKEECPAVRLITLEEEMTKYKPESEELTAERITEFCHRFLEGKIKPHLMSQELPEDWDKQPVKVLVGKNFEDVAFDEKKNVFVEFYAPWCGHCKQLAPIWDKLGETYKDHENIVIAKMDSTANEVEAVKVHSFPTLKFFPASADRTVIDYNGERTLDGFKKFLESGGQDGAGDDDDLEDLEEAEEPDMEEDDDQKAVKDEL
Vif imaging = HIV Vif inhibition | HEK293T cells, Vif self-association by quenched fluorescence, imaging, 24 h | inhibition, % at 7.49 µM | actives 0.35% (n = 340,000); in the data active = inhibition above about 50%, passing the limit was not always enough; also: some results filed as inactive read as strong as hits
NR2E3 ag-2 = NR2E3 (human) agonism; Q9Y5X4; GST-NR2E3/biotin-RetCOR TR-FRET, 1536-well; inhibition of corepressor binding, % at 4.78 µM; actives 0.12% (n = 320,000); AID 2300;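 active = percent inhibition above the cutoff of mean plus 3 SD of all tested compounds, set per screening campaign, cut at about 20% in these data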;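 also: 0% = DMSO wells and 100% = biotin wells as full block of FRET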
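Format: 1536-well format; test system: GST-NR2E3 and biotin-RetCOR proteins; read-out basis: percent inhibition of TR-FRET ratio; timing: 5 h incubation at 4 °C; detection: time-resolved FRET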
* = called active by the depositor; · = not tested or not shown.

Abbreviations: A = CF NFkB inh; B = MITF TRPM1 inh; C = Shn3 3UTR inh; D = HIF-2a block; E = CaV13 FRET inh; F = KKLEB cytotox; G = NR2E3 ag-1; H = Peg3 promoter; I = PDI inh; J = Vif imaging; K = NR2E3 ag-2
Cc1ccc(S(=O)(=O)N2C(=O)CCC2C(=O)O/N=C(\N)c2ccc([N+](=O)[O-])cc2)cc1 (stereo unspecified)
  A: 20 | B: -5 | C: 18 | D: -5 | E: · | F: -6 | G: -10 | H: 23 | I: -2 | J: 26 | K: -1
Cc1nn(-c2ccc(Cl)cc2)c2[nH]c(CCl)cc(=O)c12
  A: -4 | B: 25 | C: 30 | D: 10 | E: -7 | F: 4 | G: -11 | H: 6 | I: 3 | J: -4 | K: -5
COc1ccc(-c2ccc(CN3C(C(C)C)C(=O)N(Cc4cn(Cc5ccco5)nn4)CCS3(=O)=O)cc2)cc1OC (stereo unspecified)
  A: 14 | B: · | C: -20 | D: -2 | E: -7 | F: -17 | G: -44 | H: -18 | I: 2 | J: -3 | K: ·
CCn1c(SCc2nc3ccccc3s2)nc2cc(S(=O)(=O)N3CCOCC3)ccc21
  A: -10 | B: 2 | C: -41 | D: -288 | E: -5 | F: 6 | G: -94 | H: -138 | I: 3 | J: -8 | K: 0
COc1ccc(C(=O)NCC(c2ccco2)N2CCCC2)cc1S(=O)(=O)N1CCCCC1C (stereo unspecified)
  A: 16 | B: 2 | C: 19 | D: 14 | E: -2 | F: -7 | G: -33 | H: 5 | I: -6 | J: -5 | K: -1
COc1ccc(OC)c(NC(=O)CN2c3cccc4cccc(c34)S2(=O)=O)c1
  A: 12 | B: 12 | C: 19 | D: 6 | E: -6 | F: -10 | G: -3 | H: 18 | I: -6 | J: -9 | K: ·
CCN1CCN(c2ccc(NC(=O)c3cc(OC)c(OC)c(OC)c3)cc2)CC1
  A: -28 | B: -8 | C: 2 | D: -1 | E: -7 | F: -4 | G: -12 | H: 10 | I: 0 | J: -4 | K: 4
Cc1ccc(NS(=O)(=O)c2ccc(N3C(=O)CCC3=O)cc2)cc1
  A: 0 | B: 10 | C: 2 | D: 20 | E: -5 | F: -2 | G: -36 | H: 9 | I: -4 | J: 6 | K: -1
COC(=O)c1cn(-c2ccc(Cl)cc2)c(=O)c2ccccc12
  A: 0 | B: 7 | C: 3 | D: 14 | E: -5 | F: -5 | G: -10 | H: 20 | I: 2 | J: 4 | K: 3
COc1ccc(OCc2cc(C(=O)NC(C)Cc3cccnc3)no2)c(Cl)c1 (stereo unspecified)
  A: 10 | B: -10 | C: 6 | D: -67 | E: -6 | F: 7 | G: -13 | H: -50 | I: -10 | J: -2 | K: -4
CCc1cc2c(=O)c(-c3nc4ccccc4[nH]3)coc2cc1OC(=O)N1CCOCC1
  A: -16 | B: -17 | C: -25 | D: -55 | E: -3 | F: -14 | G: -29 | H: -38 | I: -3 | J: -24 | K: -2
CN(c1ccc(O)cc1)c1nc(-c2cccnc2)cs1
  A: 27 | B: -55 | C: -41 | D: -241 | E: -3 | F: -22 | G: -63 | H: -322 | I: 3 | J: -3 | K: -4
CCCCc1ccc(NC(=O)Nc2cccnc2)cc1
  A: -12 | B: -59 | C: -10 | D: -272 | E: -9 | F: 6 | G: -31 | H: -215 | I: 3 | J: 12 | K: -1
O=C(CC12CC3CC(CC(C3)C1)C2)N1CCOCC1
  A: 5 | B: 7 | C: 5 | D: 9 | E: -6 | F: -7 | G: -21 | H: -5 | I: -9 | J: 4 | K: 4
COc1cccc(CN2CCNC(=O)C2CC(=O)NCCn2nc(C)cc2C)c1OC (stereo unspecified)
  A: -9 | B: 4 | C: 6 | D: 14 | E: -7 | F: 0 | G: -26 | H: 4 | I: -2 | J: 4 | K: -5
O=C(O)Cn1nc(C(F)(F)F)c2c1CCCC2
  A: 9 | B: 7 | C: -3 | D: -3 | E: -4 | F: -3 | G: -6 | H: 3 | I: 4 | J: 20 | K: -1
Fc1ccc(OCc2nn3cnnc3s2)cc1
  A: -4 | B: 7 | C: -14 | D: -7 | E: -5 | F: 1 | G: 1 | H: 0 | I: 0 | J: 0 | K: 0
CCN(CC)CCCN1C=C2C(=O)C(C)(OC(=O)C3CCCC3)C(=O)C(c3ccccc3)=C2C=C1CCCC(=O)OC (stereo unspecified)
  A: 16 | B: 0 | C: -18 | D: 8 | E: -5 | F: -16 | G: -19 | H: -10 | I: 3 | J: -8 | K: 3
COc1cc2c(cc1OC)CN(C(=O)CNC(=O)c1ccc(OC(F)F)cc1)CC2
  A: 18 | B: 3 | C: 9 | D: 13 | E: · | F: -8 | G: -34 | H: 14 | I: -6 | J: -10 | K: ·
C#CCOCC1CN(c2ccccc2)C(=O)O1 (stereo unspecified)
  A: 19 | B: · | C: 1 | D: 8 | E: -7 | F: -24 | G: -2 | H: -7 | I: -11 | J: -2 | K: ·
COc1ccc(/C=C/C(=O)OCC(=O)NCc2cccs2)cc1OC
  A: -25 | B: -1 | C: 2 | D: 10 | E: -5 | F: 2 | G: 7 | H: 7 | I: 12 | J: 7 | K: -4
Cn1c(N)c(S(=O)(=O)N2CCN(c3cccc(Cl)c3)CC2)c(=O)n(C)c1=O
  A: 7 | B: -8 | C: 3 | D: 8 | E: -5 | F: 12 | G: 28 | H: -5 | I: 7 | J: 6 | K: 2
N/C(=N\OC(=O)CCCc1ccccc1)c1ccccn1
  A: 19 | B: 4 | C: -41 | D: -46 | E: -3 | F: -21 | G: -55 | H: -32 | I: 5 | J: 0 | K: -4
CC[C@H]1c2[nH]c3ccccc3c2C[C@H]2C(=O)N(c3ccc(F)cc3)C(=O)N21
  A: -4 | B: -3 | C: 9 | D: -6 | E: · | F: 14 | G: -40 | H: 15 | I: · | J: -8 | K: -3
CCOc1ccc(C2/C(=C(\O)c3ccc4c(c3)OCCO4)C(=O)C(=O)N2CCCN2CCOCC2)cc1OC (stereo unspecified)
  A: 2 | B: 15 | C: -9 | D: -8 | E: -3 | F: 1 | G: -5 | H: -21 | I: 1 | J: -4 | K: -1
CCS(=O)(=O)Nc1ccc(C2=NN(C(=O)c3ccco3)C(c3cccs3)C2)cc1 (stereo unspecified)
  A: 5 | B: 19 | C: 16 | D: -5 | E: -3 | F: -8 | G: -8 | H: 27 | I: -7 | J: 11 | K: 0
COc1ccccc1NC(=O)CSc1nc2sc3c(c2c(=O)n1-c1ccccc1)CCN(C)C3
  A: 17 | B: -4 | C: -69 | D: -62 | E: -5 | F: 3 | G: -20 | H: -64 | I: 0 | J: 8 | K: 1
Cn1c(CNC(=O)OC(C)(C)C)nnc1SCc1c(Cl)cccc1Cl
  A: -10 | B: 0 | C: -14 | D: 12 | E: -4 | F: 1 | G: 1 | H: 5 | I: 21 | J: 23 | K: -2
CNC(=O)C(=O)NCCCN1CCOCC1
  A: -8 | B: -6 | C: 0 | D: 18 | E: -4 | F: 7 | G: 9 | H: 14 | I: -1 | J: -3 | K: -1
Cc1ccc2c(c1)cc(CN(CCc1ccccc1)C(=O)N1CCOCC1)c1nnnn12
  A: -22 | B: 4 | C: -20 | D: 10 | E: -5 | F: 18 | G: -21 | H: 6 | I: 0 | J: 1 | K: 1
Cc1ccc(C)c(N2CCN(C(=O)c3ccc(CS(=O)(=O)c4ccccc4C)o3)CC2)c1
  A: 43 | B: 29 | C: 45 | D: 16 | E: -6 | F: -14 | G: -76 | H: 37 | I: 1 | J: -8 | K: 0
Cc1nn(CC(=O)N/N=C/c2ccc(F)cc2)c(C)c1[N+](=O)[O-]
  A: 11 | B: -6 | C: 4 | D: 14 | E: -5 | F: -5 | G: -2 | H: 20 | I: 3 | J: -3 | K: -1
Cc1c(NS(=O)(=O)c2cccc(C(=O)OCC(=O)N(C)C3CCCCC3)c2)c(=O)n(-c2ccccc2)n1C
  A: 4 | B: -3 | C: 39 | D: 12 | E: -3 | F: -6 | G: -8 | H: 13 | I: 2 | J: -5 | K: 3
Cc1ccc(CNC(=O)C2CCN(S(=O)(=O)N3CCCCC3)CC2)cc1
  A: 0 | B: 1 | C: 8 | D: 17 | E: -5 | F: 8 | G: -17 | H: 12 | I: 1 | J: -4 | K: -3

Sorted by heavy-atom count (lowest first): part of the list above.
Abbreviations: A = CF NFkB inh; B = MITF TRPM1 inh; C = Shn3 3UTR inh; D = HIF-2a block; E = CaV13 FRET inh; F = KKLEB cytotox; G = NR2E3 ag-1; H = Peg3 promoter; I = PDI inh; J = Vif imaging; K = NR2E3 ag-2
CNC(=O)C(=O)NCCCN1CCOCC1
  A: -8 | B: -6 | C: 0 | D: 18 | E: -4 | F: 7 | G: 9 | H: 14 | I: -1 | J: -3 | K: -1
Cc1nn(CC(=O)N/N=C/c2ccc(F)cc2)c(C)c1[N+](=O)[O-]
  A: 11 | B: -6 | C: 4 | D: 14 | E: -5 | F: -5 | G: -2 | H: 20 | I: 3 | J: -3 | K: -1
Cn1c(CNC(=O)OC(C)(C)C)nnc1SCc1c(Cl)cccc1Cl
  A: -10 | B: 0 | C: -14 | D: 12 | E: -4 | F: 1 | G: 1 | H: 5 | I: 21 | J: 23 | K: -2
Cc1ccc(CNC(=O)C2CCN(S(=O)(=O)N3CCCCC3)CC2)cc1
  A: 0 | B: 1 | C: 8 | D: 17 | E: -5 | F: 8 | G: -17 | H: 12 | I: 1 | J: -4 | K: -3
CC[C@H]1c2[nH]c3ccccc3c2C[C@H]2C(=O)N(c3ccc(F)cc3)C(=O)N21
  A: -4 | B: -3 | C: 9 | D: -6 | E: · | F: 14 | G: -40 | H: 15 | I: · | J: -8 | K: -3
CCS(=O)(=O)Nc1ccc(C2=NN(C(=O)c3ccco3)C(c3cccs3)C2)cc1 (stereo unspecified)
  A: 5 | B: 19 | C: 16 | D: -5 | E: -3 | F: -8 | G: -8 | H: 27 | I: -7 | J: 11 | K: 0
Cc1ccc2c(c1)cc(CN(CCc1ccccc1)C(=O)N1CCOCC1)c1nnnn12
  A: -22 | B: 4 | C: -20 | D: 10 | E: -5 | F: 18 | G: -21 | H: 6 | I: 0 | J: 1 | K: 1
Cc1c(NS(=O)(=O)c2cccc(C(=O)OCC(=O)N(C)C3CCCCC3)c2)c(=O)n(-c2ccccc2)n1C
  A: 4 | B: -3 | C: 39 | D: 12 | E: -3 | F: -6 | G: -8 | H: 13 | I: 2 | J: -5 | K: 3
CCOc1ccc(C2/C(=C(\O)c3ccc4c(c3)OCCO4)C(=O)C(=O)N2CCCN2CCOCC2)cc1OC (stereo unspecified)
  A: 2 | B: 15 | C: -9 | D: -8 | E: -3 | F: 1 | G: -5 | H: -21 | I: 1 | J: -4 | K: -1

Compound activity as filed in PubChem BioAssay.

Rows were taken by chance; any-hit rate near 3.3%.
